M4 ag = human M4 muscarinic receptor agonists, primary screen, CHO-K1 cells, Fluo-8 calcium fluorescence. Muscarinic acetylcholine receptor M4 (Homo sapiens), P08173. CHO-K1 hM4/Gqi5; vehicle 0%, full acetylcholine response 100%. activation, % at 3 µM. 360,000 compounds, 0.14% hits. AID 624127, 2012;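 active = activation above the run mean over all test wells plus 3 SD, cut at about 32% in these data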;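 also: peak over basal fluorescence ratio per well then scaled between controls; 0% = DMSO wells and 100% = acetylcholine at EC100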
Target sequence (P08173 whole entry, looked up): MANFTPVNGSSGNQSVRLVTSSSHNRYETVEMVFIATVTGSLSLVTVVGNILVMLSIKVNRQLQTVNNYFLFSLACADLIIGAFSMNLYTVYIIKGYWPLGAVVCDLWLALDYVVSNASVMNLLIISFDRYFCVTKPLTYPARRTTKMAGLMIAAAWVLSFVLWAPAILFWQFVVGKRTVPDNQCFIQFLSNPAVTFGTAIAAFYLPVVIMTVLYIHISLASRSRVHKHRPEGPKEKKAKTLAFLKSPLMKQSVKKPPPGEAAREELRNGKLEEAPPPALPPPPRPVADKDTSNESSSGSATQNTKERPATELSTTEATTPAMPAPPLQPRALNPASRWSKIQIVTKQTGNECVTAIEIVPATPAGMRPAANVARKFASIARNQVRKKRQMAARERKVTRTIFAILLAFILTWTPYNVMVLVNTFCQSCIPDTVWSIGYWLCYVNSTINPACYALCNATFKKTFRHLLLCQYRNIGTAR
CHRM5 agonist = human M5 muscarinic receptor agonists, primary screen, CHO-K1 cells, Fluo-8 calcium fluorescence; Muscarinic acetylcholine receptor M5 (Homo sapiens), P08912; CHO-K1 hM5 cells; 0% DMSO wells, 100% maximal acetylcholine response; 360,000 compounds, 0.19% hits; activation, % at 3 µM;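 active = activation above the run's mean over test compounds plus 3 SD, cut at about 23% in these data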;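 also: signal is peak over basal fluorescence ratio across the kinetic read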
Target sequence (P08912 whole entry, looked up): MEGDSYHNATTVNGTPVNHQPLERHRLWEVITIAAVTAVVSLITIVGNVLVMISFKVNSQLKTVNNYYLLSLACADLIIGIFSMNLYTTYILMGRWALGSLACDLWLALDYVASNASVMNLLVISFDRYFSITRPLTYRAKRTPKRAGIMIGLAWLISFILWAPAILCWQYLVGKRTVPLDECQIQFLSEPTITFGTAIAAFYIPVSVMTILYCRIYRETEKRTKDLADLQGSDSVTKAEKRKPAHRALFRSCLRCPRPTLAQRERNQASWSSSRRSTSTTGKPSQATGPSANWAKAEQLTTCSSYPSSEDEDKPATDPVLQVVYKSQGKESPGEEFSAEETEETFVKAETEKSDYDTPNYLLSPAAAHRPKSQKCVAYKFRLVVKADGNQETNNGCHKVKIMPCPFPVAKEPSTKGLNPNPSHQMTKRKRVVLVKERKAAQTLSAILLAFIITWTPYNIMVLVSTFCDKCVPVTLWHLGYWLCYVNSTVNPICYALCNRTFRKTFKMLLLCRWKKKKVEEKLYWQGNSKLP
M4 PAM = human M4 muscarinic receptor positive allosteric modulators, primary screen, CHO-K1 cells, Fluo-8 calcium fluorescence | Muscarinic acetylcholine receptor M4 (Homo sapiens), P08173 | CHO-K1 hM4/Gqi5, ACh EC20; 0% = ACh EC20, 100% = maximal ACh | AID 624126, 2012 | 360,000 compounds, 0.4% hits | activation, % at 3 µM;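 active = activation above its plate's cutoff, the mean activation of sample wells plus 3 SD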; also: some results filed as inactive read as strong as hits
M1 ag parental = counter-screen for M1 agonists: effect in parental CHO-K1 cells. Fluo-8 calcium fluorescence; scaled to maximal ATP response, vehicle zero. activation, % at 3 µM. 360,000 compounds, 0.48% hits; in the data active = activation above about 15%;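 also: untransfected CHO-K1 host cells lacking M1 receptor as counterscreen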
M1 PAM parental = nonselective calcium activators in parental CHO-K1 cells, primary screen, counter-screen for M1 PAM project, cell-based, Fluo-8 calcium fluorescence, full deck, 1536-well | ATP EC20; 0% at ATP EC20, 100% at ATP max | activation, % at 3 µM | 360,000 compounds, 0.02% hits | AID 602247, 2012;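 active = activation above the run cutoff, the mean activation of all test compounds plus 3 SD, cut at about 40% in these data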;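 also: peak over basal fluorescence ratio in a 140 s read after ATP addition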
M4 antag = human M4 muscarinic receptor antagonists, primary screen, CHO cells, Fluo-8 calcium fluorescence | Muscarinic acetylcholine receptor M4 (Homo sapiens), P08173 | CHO-hM4 cells, ACh EC80 | inhibition, % at 3 µM | 360,000 compounds, 0.73% hits;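 active = inhibition above its plate's cutoff, the mean inhibition of sample wells plus 3 SD, cut at about 27% in these data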;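 also: 0% = acetylcholine EC80 with DMSO and 100% = DMSO without agonist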
CHO-K1 Ca antag = M1 antagonist counterscreen hit in parental CHO-K1 cells | 360,000 compounds, 0.6% hits | ATP-induced calcium, Fluo-8 fluorescence | inhibition, % at 3 µM;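 active = inhibition above a per-plate cutoff, the plate's mean sample inhibition plus 3 SD, cut at about 24% in these data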;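 also: 0% = DMSO plus EC80 ATP and 100% = DMSO alone without ATP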
CHRM5 antagonist = human M5 muscarinic receptor antagonists, primary screen, CHO cells, Fluo-8 calcium fluorescence | Muscarinic acetylcholine receptor M5 (Homo sapiens), P08912 | CHO-hM5 cells, ACh EC80 | inhibition, % at 3 µM | 360,000 compounds, 0.59% hits;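 active = inhibition above a per-plate cutoff, the mean of that plate's test compounds plus 3 SD, cut at about 27% in these data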;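 also: 0% = acetylcholine EC80 with DMSO and 100% = DMSO without agonist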
M5 PAM = human M5 muscarinic receptor positive allosteric modulators, primary screen, CHO-K1 cells, Fluo-8 calcium fluorescence | activation, % at 3 µM | Muscarinic acetylcholine receptor M5 (Homo sapiens), P08912 | 360,000 compounds, 0.3% hits | CHO-K1 hM5, ACh EC20 PAM; 0% = ACh EC20, 100% = ACh EC100 | AID 624038, 2012;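 active = activation above the run cutoff, the mean activation of all test compounds plus 3 SD, cut at about 18% in these data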
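Replicates: One well per compound, no replicates | System: Human M5 receptor in CHO-K1 cells | Benchmarks: Low control EC20 acetylcholine (0%), high control EC100 acetylcholine (100%) | Probe or stimulus: Acetylcholine, EC20 level | Times: Fluo-8 loading 80 min at 37 °C plus 30 min room temperature | Signal: Intracellular calcium via Fluo-8 fluorescence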
Starred values were filed as active, the others as inactive.

What do the screens show for `O=C1c2cccc([N+](=O)[O-])c2C(=O)N1c1cccnc1`?
M4 ag: 0.1; CHRM5 agonist: 0.6; M4 PAM: 2.0; M1 ag parental: -0.4; M1 PAM parental: -12.5; M4 antag: 5.3; CHO-K1 Ca antag: 8.7; CHRM5 antagonist: 9.6; M5 PAM: -1.9

What do the screens show for `COc1ccc(-c2cc3nc(NCCNC(C)=O)n(C)c(=O)c3s2)c(C)c1`?
M4 ag: 2.4; CHRM5 agonist: 0.3; M4 PAM: 9.9; M1 ag parental: 1.0; M1 PAM parental: 9.8; M4 antag: -19.7; CHO-K1 Ca antag: -7.9; CHRM5 antagonist: -6.3; M5 PAM: 1.4

What do the screens show for `Cc1cccc(CNC(=O)C(C)n2nc(C)c3c(C)n(-c4ccccc4)nc3c2=O)c1` (centres undefined)?
M4 ag: 2.0; CHRM5 agonist: -4.8; M4 PAM: -2.6; M1 ag parental: 0.6; M1 PAM parental: 21.9; M4 antag: 4.4; CHO-K1 Ca antag: -21.4; CHRM5 antagonist: -3.1; M5 PAM: 9.5

How did COc1ccc(CNC(=O)CN(C(=O)c2snc(C(N)=O)c2N)c2ccc(F)cc2)cc1 do in these assays?
M4 ag: 1.3; CHRM5 agonist: -0.2; M4 PAM: 0.2; M1 ag parental: 3.0; M1 PAM parental: 20.4; M4 antag: -2.7; CHO-K1 Ca antag: -12.7; CHRM5 antagonist: 10.5; M5 PAM: -3.5

What do the screens show for `C=CCOC(=O)C1=C[C@@H](c2cn(C(C)=O)c3ccccc23)C[C@@H](OCc2ccc(CO)cc2)O1`?
M4 ag: 6.7; CHRM5 agonist: 0.3; M4 PAM: 4.4; M1 ag parental: 0.8; M1 PAM parental: 26.2; M4 antag: 0.5; CHO-K1 Ca antag: -11.8; CHRM5 antagonist: 13.4; M5 PAM: -0.3

Results for CC1(NC(=O)Nc2cccc3ccccc23)CCS(=O)(=O)C1 (centres undefined) ?
M4 ag: 0.6; CHRM5 agonist: -2.5; M4 PAM: -5.4; M1 ag parental: 1.8; M1 PAM parental: 6.6; M4 antag: -14.9; CHO-K1 Ca antag: -9.7; CHRM5 antagonist: 18.0; M5 PAM: -3.6

Results for CN(C(=O)CS(=O)(=O)c1cn(CC(=O)N2CCOCC2)c2ccccc12)c1ccccc1 ?
M4 ag: 0.1; CHRM5 agonist: 1.3; M4 PAM: 9.4; M1 ag parental: 0.3; M1 PAM parental: 16.6; M4 antag: -9.0; CHO-K1 Ca antag: -6.2; CHRM5 antagonist: 5.5; M5 PAM: 4.3

Results for CC(C)C[C@H]1CN([C@@H](Cc2ccccc2)CN2CCC[C@H]2CN2C(=O)C(=O)NC[C@@H]2Cc2ccc(O)cc2)C(=O)C(=O)N1CC1CCCCCC1 ?
M4 ag: 0.5; CHRM5 agonist: -2.8; M4 PAM: 2.5; M1 ag parental: -0.3; M1 PAM parental: 5.2; M4 antag: -0.5; CHO-K1 Ca antag: -1.4; CHRM5 antagonist: 4.2; M5 PAM: -2.6

How did Cc1ccc(S(=O)(=O)N2CC(O)CC2C(=O)OCC(=O)c2ccccc2Cl)cc1C (centres undefined) do in these assays?
M4 ag: 8.0; CHRM5 agonist: 2.5; M4 PAM: -13.4; M1 ag parental: 6.5; M1 PAM parental: 18.1; M4 antag: 4.6; CHO-K1 Ca antag: -11.6; CHRM5 antagonist: 5.3; M5 PAM: -7.1

Results for CC(=O)c1ccc(NC(=O)Cc2ccsc2)cc1 ?
M4 ag: 0.7; CHRM5 agonist: -1.6; M4 PAM: -4.3; M1 ag parental: 0.8; M1 PAM parental: -16.0; M4 antag: -2.1; CHO-K1 Ca antag: -14.4; CHRM5 antagonist: 1.4; M5 PAM: 5.4

How did Cc1ccc(S(=O)(=O)N(CC(=O)Nc2cccnc2)c2ccccc2C)cc1 do in these assays?
M4 ag: 1.4; CHRM5 agonist: -0.7; M4 PAM: 7.1; M1 ag parental: 1.1; M1 PAM parental: 10.2; M4 antag: -18.8; CHO-K1 Ca antag: -14.7; CHRM5 antagonist: 8.2; M5 PAM: -2.2

What do the screens show for `Cc1ccc(SC(CC(=O)c2ccc(C(C)(C)C)cc2)C(=O)O)cc1` (centres undefined)?
M4 ag: 1.8; CHRM5 agonist: -1.6; M4 PAM: -6.3; M1 ag parental: -0.3; M1 PAM parental: -3.3; M4 antag: 10.8; CHO-K1 Ca antag: -1.1; CHRM5 antagonist: 7.8; M5 PAM: -2.6

How did CC(C)(C)NC(=O)NC(=O)COC(=O)c1ccc(OC(F)(F)F)cc1 do in these assays?
M4 ag: -2.3; CHRM5 agonist: -4.6; M4 PAM: 2.1; M1 ag parental: 0.2; M1 PAM parental: 3.4; M4 antag: -8.1; CHO-K1 Ca antag: -2.0; CHRM5 antagonist: -9.3; M5 PAM: 0.1

How did CN(C(=O)COC(=O)c1ccc2c(c1)OCO2)C1CCCCC1 do in these assays?
M4 ag: 13.4; CHRM5 agonist: 1.0; M4 PAM: -5.3; M1 ag parental: 0.2; M1 PAM parental: -8.3; M4 antag: -3.4; CHO-K1 Ca antag: -4.1; CHRM5 antagonist: -3.3; M5 PAM: -6.7

Results for Cc1ccc(C(=O)C[n+]2cc(Br)cc(Br)c2)cc1[N+](=O)[O-] ?
M4 ag: 0.0; CHRM5 agonist: -2.2; M4 PAM: -7.2; M1 ag parental: 0.3; M1 PAM parental: 31.7; M4 antag: -1.6; CHO-K1 Ca antag: -10.3; CHRM5 antagonist: 1.2; M5 PAM: 2.6

What do the screens show for `O=C(O)CN1CCCCC1`?
M4 ag: 13.2; CHRM5 agonist: 1.0; M4 PAM: -7.8; M1 ag parental: 3.8; M1 PAM parental: -2.5; M4 antag: -6.9; CHO-K1 Ca antag: -6.5; CHRM5 antagonist: 9.7; M5 PAM: -14.3

Results for COc1ccc(C(=O)N/C(=C\c2ccco2)C(=O)NCc2cccnc2)cc1 ?
M4 ag: 0.8; CHRM5 agonist: -1.3; M4 PAM: 3.9; M1 ag parental: 0.3; M1 PAM parental: 6.6; M4 antag: 10.2; CHO-K1 Ca antag: 1.6; CHRM5 antagonist: -1.6; M5 PAM: 4.7

What do the screens show for `COc1ccccc1OCCNC(=O)c1ccc2c(c1)CCC2`?
M4 ag: 2.5; CHRM5 agonist: -2.2; M4 PAM: -1.6; M1 ag parental: 1.0; M1 PAM parental: -1.3; M4 antag: 6.0; CHO-K1 Ca antag: -5.3; CHRM5 antagonist: 17.8; M5 PAM: -4.8

Results for CCSc1nn2c(=O)c3ccccc3nc2s1 ?
M4 ag: 0.7; CHRM5 agonist: -4.8; M4 PAM: -5.8; M1 ag parental: 0.5; M1 PAM parental: 3.8; M4 antag: 0.3; CHO-K1 Ca antag: -1.6; CHRM5 antagonist: 2.7; M5 PAM: -7.8

What do the screens show for `COc1ccc(CNC(=O)COC(=O)C2(C)CC2(Cl)Cl)cc1` (centres undefined)?
M4 ag: 3.0; CHRM5 agonist: -0.5; M4 PAM: 16.7; M1 ag parental: 0.5; M1 PAM parental: 18.2; M4 antag: -12.8; CHO-K1 Ca antag: -8.1; CHRM5 antagonist: 1.9; M5 PAM: -2.4

Results for Cc1ccc(C)c(OCC(=O)Nc2ccc(N3CCOCC3)cc2)c1 ?
M4 ag: 11.1; CHRM5 agonist: 3.1; M4 PAM: 2.6; M1 ag parental: 6.9; M1 PAM parental: 14.2; M4 antag: -11.3; CHO-K1 Ca antag: -12.5; CHRM5 antagonist: -2.2; M5 PAM: 0.1

How did COc1ccc(N2CCN(C(=O)CSc3ccccc3N)CC2)cc1 do in these assays?
M4 ag: 4.8; CHRM5 agonist: 1.5; M4 PAM: 1.4; M1 ag parental: 1.8; M1 PAM parental: 11.2; M4 antag: -3.8; CHO-K1 Ca antag: -28.3; CHRM5 antagonist: -2.2; M5 PAM: -2.1

What do the screens show for `CCCCOC(=O)c1ccc(NC(=O)CSCc2n[nH]c(=O)[nH]2)cc1`?
M4 ag: 0.8; CHRM5 agonist: 1.7; M4 PAM: -0.8; M1 ag parental: 0.1; M1 PAM parental: 18.5; M4 antag: -1.3; CHO-K1 Ca antag: -7.0; CHRM5 antagonist: -1.4; M5 PAM: 3.8

How did CC1(C(=O)NC2CCCC2)CCC(=O)N1CCC1=CCCCC1 (centres undefined) do in these assays?
M4 ag: 0.1; CHRM5 agonist: -0.3; M4 PAM: 0.4; M1 ag parental: 4.1; M1 PAM parental: 17.1; M4 antag: 1.2; CHO-K1 Ca antag: 2.1; CHRM5 antagonist: 7.8; M5 PAM: -1.9

How did O=C/C(=C\Nc1ccccn1)c1nc2ccccc2o1 do in these assays?
M4 ag: 2.3; CHRM5 agonist: 1.1; M4 PAM: 4.6; M1 ag parental: 1.9; M1 PAM parental: 16.1; M4 antag: 3.8; CHO-K1 Ca antag: -1.8; CHRM5 antagonist: 5.4; M5 PAM: -2.8

What do the screens show for `CC1(c2nnc(-c3ccc(F)cc3)o2)CC(c2cccnc2)=NO1` (centres undefined)?
M4 ag: -0.5; CHRM5 agonist: 0.2; M4 PAM: -0.7; M1 ag parental: 0.2; M1 PAM parental: -14.2; M4 antag: -1.1; CHO-K1 Ca antag: 15.0; CHRM5 antagonist: 21.5; M5 PAM: -11.3

What do the screens show for `O=c1c2cnn(-c3ccccc3)c2nc(-c2cccs2)n1-c1ccc(Br)cc1`?
M4 ag: -0.1; CHRM5 agonist: -1.4; M4 PAM: -4.5; M1 ag parental: -0.1; M1 PAM parental: 15.0; M4 antag: 1.3; CHO-K1 Ca antag: -13.0; CHRM5 antagonist: 3.3; M5 PAM: 3.5

How did COc1ccc(CNCc2ccco2)cc1OCc1ccccc1 do in these assays?
M4 ag: 2.4; CHRM5 agonist: -4.7; M4 PAM: -13.6; M1 ag parental: 1.5; M1 PAM parental: -10.8; M4 antag: 13.8; CHO-K1 Ca antag: 9.7; CHRM5 antagonist: 4.2; M5 PAM: -2.3

Looked up by structure from the list above:
How did COc1ccc(CNCc2ccco2)cc1OCc1ccccc1 do in these assays?
M4 ag: 2.4; CHRM5 agonist: -4.7; M4 PAM: -13.6; M1 ag parental: 1.5; M1 PAM parental: -10.8; M4 antag: 13.8; CHO-K1 Ca antag: 9.7; CHRM5 antagonist: 4.2; M5 PAM: -2.3

What do the screens show for `CC1(c2nnc(-c3ccc(F)cc3)o2)CC(c2cccnc2)=NO1` (centres undefined)?
M4 ag: -0.5; CHRM5 agonist: 0.2; M4 PAM: -0.7; M1 ag parental: 0.2; M1 PAM parental: -14.2; M4 antag: -1.1; CHO-K1 Ca antag: 15.0; CHRM5 antagonist: 21.5; M5 PAM: -11.3
